S3 lipid droplet: qHTS Assay for Lipid Storage Modulators in Drosophila S3 Cells. Drosophila S3 cells, BODIPY lipid droplet fluorescence, 18-24 h; cells fed with added oleic acid. lipid storage change, negative = inhibition, % at the top dose, mostly 46.1 µM; hits show Potency in µM. 320,000 tested, 0.64% active. AID 2685; active = well fitted inhibition curve with a large enough effect in the signal ratio, with a control signal flat, not every such curve was filed as active; inconclusive = small, poorly fitted or top-dose-only effect, or effect the other way, or a change in a side signal; the % refers to the signal ratio
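Laser-scanning cytometry quantifies lipid droplet accumulation (500–530 nm total intensity; droplet/cell object ratio) in oleic acid-fed (400 uM added) Drosophila S3 cells treated with a concentration series. 20 uM Triacsin C defined 100% inhibition.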
S3 lipid droplet cell count max: further read-out of S3 lipid droplet, marked with its call; cell number change, %; measured here: cell count max response;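 cells counted by Cell Tracker Red CMTPX staining in the red channel; peak over a dose series mostly up to 46.1 µM; percent activity relative to internal control wells on each plate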
The depositor's hits bear a star; i = inactive; ? = inconclusive; / = not tested or not shown. % is scaled to controls: 0 for no effect and ±100 for the full control effect; potency is read from the fitted curve at half-maximal effect. Not all compounds are listed; the hit share may differ from the screen's.

SMILES	S3 lipid droplet	S3 lipid droplet cell count max
CCOc1ccc(OCCC(=O)N(CCC(C)C)c2c(N)n(Cc3ccccc3)c(=O)[nH]c2=O)cc1	?	/
CCCn1nc(C(=O)Nc2ccc(S(=O)(=O)Nc3ncccn3)cc2)c2ccccc2c1=O	2.5%	5.2
NS(=O)(=O)c1ccc(CCNC(=O)c2ccc([N+](=O)[O-])cc2[N+](=O)[O-])cc1	?	/
O=C(Nc1ccc2c(c1)C(=O)N(CC1CCCO1)C2=O)c1ccccc1Br (centres undefined)	?	/
COc1ccc(CCN(Cc2cc3cccc(C)c3n3nnnc23)C(=O)c2ccncc2)cc1OC	1.1%	-23.2
CC1CC(C)CN(C(=O)CCNS(=O)(=O)c2ccc3c(c2)CCC(=O)N3)C1 (centres undefined)	1.7%	0.3
COc1ccc(NS(=O)(=O)/C=C/c2ccc(OC)c(OC)c2)cc1	?	/
CC(=O)Nc1ccc(S(=O)(=O)N(C)CC(=O)OCC(=O)N2CCCCCC2)cc1	-14.5%	-4.1
COc1ccc(NC(=O)c2onc(C)c2Cl)cc1OC	8.7%	/
CCC(C(=O)N1CCOCC1)n1nc(C)c2c(C)n(-c3ccccc3)nc2c1=O (centres undefined)	?	/
O=C(NCCSc1ccc(Br)cc1)c1ccc2nc[nH]c2c1	?	/
Cc1cc(-c2nnc(CCC(=O)NCC(C)c3ccccc3)o2)no1 (centres undefined)	-8.6%	16.9
CC(=O)N1N=C(c2cccs2)CC1c1ccc(Br)cc1 (centres undefined)	9.5%	4.0
CCOc1ccc(NC(=O)N2CCC(c3nc4ccccc4o3)CC2)cc1	0.9%	-4.0
COc1ccc(/C=C/C(=O)NCC(=O)N/N=C/c2cc(Br)ccc2OCc2ccccc2)cc1	?	/
CCOc1cccc(CNn2cnnc2)c1OCc1ccccc1	0.3%	5.8
CCC(=O)N1CCN(c2ccc(NC(=O)c3ccco3)cc2Cl)CC1	?	/
O=C(CSc1nnc(CNC(=O)c2c(F)cccc2F)o1)c1ccccc1	-16.3%	-21.9
CN(C)[C@@H]1C(=O)C(C(=O)NCN2CCCC2)=C(O)[C@@]2(O)C(=O)C3=C(O)c4c(O)cccc4[C@@](C)(O)C3CC12 (some centres undefined)	1.7%	5.0
CC(=O)Nc1cn(C(C)=O)c(C)n1	8.9%	2.3
COc1ccc(-c2nc3c(s2)CCc2onc(-c4ccc(OC)cc4)c2-3)cc1	?	/
Cc1ccc(/C(O)=C2\C(=O)C(=O)N(CC(C)O)C2c2ccc(N(C)C)cc2)cc1 (centres undefined)	6.8%	-7.9
Brc1cccc(-c2nnc3n2CCCCC3)c1	?	/
Cn1nccc1C(=O)N/N=C/c1cccnc1	?	/
COc1ccc(-n2nc(C)cc2N)cc1	4.7%	18.3
Cn1c(CN2CCCC2)nc2cc(NS(=O)(=O)c3ccc(Cl)cc3)ccc21	?	/
CCOC(=O)c1c(C)[nH]c(C(=O)CSc2nnc(CC(C)c3ccccc3)o2)c1C (centres undefined)	?	/
O=C(NCc1ccc2c(c1)OCO2)C1CC(=O)N(c2ccc(F)cc2)C1 (centres undefined)	4.2%	11.8
Cc1nn(C)c(C)c1S(=O)(=O)N1CCC(CO)(Cc2ccc(Cl)cc2)CC1	?	/
O=C(Nc1ccc(Cl)cc1N1CCOCC1)C1CCCCC1	?	/
NC(=NCCc1c[nH]c2ccccc12)NC(=O)c1ccc(F)cc1	?	/
O=C(Nc1ncnc2sc3c(c12)CCC3)c1ccco1	i	/
CCN(CC)C(=O)c1ccc(COc2ccccc2Br)o1	-0.1%	9.8
Nc1nc(Cl)cc(N2CCC(c3cc(-c4ccc(Cl)cc4Cl)n[nH]3)CC2)n1	-2.6%	-10.2
CNC(=O)NC(=O)CSc1nnc(-c2ccco2)n1Cc1ccccc1	-14.3%	-24.0
Cn1c(SCC(=O)Nc2cc(S(=O)(=O)N3CCOCC3)ccc2N2CCOCC2)nnc1-c1ccncc1	?	/
CCOC(=O)Nc1ccc2c(c1)Nc1ccccc1S2	i	5.9
CCOC(=O)Cc1c(C)nc(N)[nH]c1=O	1.5%	14.6
CCCc1nn2c(=O)c(C(c3ccc(C)cc3)c3c(O)nc4sc(CCC)nn4c3=O)c(O)nc2s1	-25.0%	-2.8
CC(=O)N1c2ccc(S(=O)(=O)N3CCC(C(=O)Nc4ncccc4C)CC3)cc2CC1C (centres undefined)	?	/
COc1ccnc2c1c(=O)n(Cc1ccc(Cl)cc1)c(=O)n2C	i	5.8
CC(OC(=O)C1CCC(=O)N1)C(=O)Nc1cc(Cl)cc(Cl)c1 (centres undefined)	9.4%	14.5
CCOc1ccc(-n2c(Cc3cc(=O)[nH]c(=O)[nH]3)nnc2SCC(N)=O)cc1	?	/
CC(=C/C(=O)O)/C(=C/c1ccccc1)C(=O)O	-2.4%	5.8
CN(/N=C/c1ccccc1Cl)c1ncc(Cl)cc1C(F)(F)F	-9.3%	-19.2
CC(=O)c1cccc(OCc2cc(C(=O)N3CCC(N4CCCCC4)CC3)no2)c1	?	/
COc1cc(CC(=O)OCC(=O)Nc2ccc3c(c2)OCO3)cc(OC)c1OC	?	/
Cc1ccc([N+](=O)[O-])c(OCC(O)CNC(C)(C)C)c1 (centres undefined)	0.4%	12.4
O=C1c2ccccc2C(=O)N1CCc1nc(-c2ccc(Cl)cc2)no1	?	/
COC(=O)c1cc(C(=O)OC)cc(S(=O)(=O)Nc2ccc(Cl)c(N)c2)c1	?	/
COc1ccccc1C(=O)N/N=C(\C)CC(=O)Nc1ccccc1NC(C)=O	?	/
Cc1cc(S(=O)(=O)N2CCN(c3ccc(F)cc3)CC2)ccc1-n1cnnn1	?	/
O=C(Cn1ncc2c(=O)oc3ccccc3c21)NCC1COc2ccccc2O1 (centres undefined)	-12.0%	-8.5
O=C(OCC(=O)N1CCc2ccccc21)c1ccncc1	?	/
Nc1c(-c2ccccc2)cnn1C1CCS(=O)(=O)C1 (centres undefined)	?	/
CN1CCN(c2ccc(S(=O)(=O)N3CCOCC3)cc2NC(=O)CC(C)(C)C)CC1	1.1%	-1.7
Cc1nc2ccc3nc(NC(=O)c4ccc(S(=O)(=O)N5CCOCC5)cc4)sc3c2s1	0.3%	-0.8
O=C(CCC1CCCN(C(=O)C2(c3ccccc3)CC2)C1)N1CCN(c2ccccn2)CC1 (centres undefined)	6.1%	15.4
CN(C)c1cc(-c2ccccc2)nc(N)n1	5.5%	3.0
Cc1ccc(CNC(=O)[C@H](C)NC(=O)C2CCN(C(=O)[C@@H]3CCCN3C(=O)OC(C)(C)C)CC2)cc1	?	/

More results follow:
SMILES	S3 lipid droplet	S3 lipid droplet cell count max
O=C1CN(C(=O)C2CCC(=O)N(CCc3ccc(Cl)cc3)C2)CCN1 (centres undefined)	-2.5%	8.5
Cc1ccn2c(-c3n[nH]c(=S)n3Cc3ccccc3)c(C)nc2c1	5.6%	-2.5
O=C(O)c1cc(/C=C/c2ccc(N3CCOCC3)c([N+](=O)[O-])c2)nc2ccccc12	-10.9%	17.2
O=C(Cn1nnc(-c2cccc(C(F)(F)F)c2)n1)NC(=O)NCc1ccco1	?	/
O=C(NCCSc1c[nH]c2ccccc12)c1ccc2c(c1)OCO2	19.9%	/
CCn1c2ccccc2c2nnc(SCCN3CCCCC3)nc21	-8.5%	17.3
CCOC(CCNC(=O)c1cn(-c2cccc(C)n2)cn1)OCC	?	/
COC(=O)c1ccccc1NC(=O)c1cccc(NC(=O)C(C)C)c1	?	/
COc1ccc(-c2nc(CN3CCN(C(=O)c4ccco4)CC3)c(C)o2)c(F)c1	?	/
Cc1ccc(C(=O)C2=C(O)C(=O)N(Cc3cccnc3)C2c2ccc(Cl)cc2)o1 (centres undefined)	i	10.8
CCOC(=O)C1=C(C)N=C2c3ccccc3C(=O)C2C1c1ccc(Cl)cc1 (centres undefined)	?	/
Cc1cc(/C=C2\SC(=S)NC2=O)c(C)n1-c1ccccc1	10.9%	10.5
Cn1nnc(NC(=S)NC(=O)/C=C/c2ccco2)n1	?	/
CNC(=O)/C=C/c1cccc(C(F)(F)F)c1	13.7%	0.4
Cc1cccc(NC(=O)CN2C(=O)CCSc3ccc(S(=O)(=O)N4CCOCC4)cc32)c1C	?	/
O=C1CCc2cc(S(=O)(=O)N3CCCC3C(=O)NC3CCCCCCC3)ccc2N1 (centres undefined)	?	/
Cn1c(Cn2c(=O)sc3ccccc32)nnc1SCC(=O)NCc1ccccc1Cl	?	/
CCC(C)(C(=O)Nc1ccc(OC)cc1)N(C)C(=O)Cn1nnnc1N (centres undefined)	?	/
O=C(CNC(=O)c1ccco1)N/N=C/c1cc(Br)ccc1O	?	/
COc1cccc(C(=O)N2CCN=C2SCc2cccnc2)c1OC	-10.6%	0.7
CCN(CC)CCOC(=O)c1ccc(NC(=O)c2cccc(C)c2[N+](=O)[O-])cc1	8.3%	-19.3
Cc1ccc(CSc2nnc(-c3ccncc3)n2N)cc1	?	/
COCCNC(=S)N1CCN(c2ccc(Cl)cc2)CC1	?	/
Cn1c(SC2CCCCC2=O)nnc1-c1ccncc1 (centres undefined)	?	/
CC(C)Cn1cc(C(=O)NCCCN2CCCC2=O)c2c3ccccc3n(C)c2c1=O	?	/
C=CCOc1ccc(CNCC2CCCO2)cc1 (centres undefined)	?	/
Cc1ccc(SC(C)c2nc(-c3cccnc3)no2)cc1 (centres undefined)	i	/
CCCCc1ccc(NC(=S)Nc2ccc(Nc3ccc(OC)cc3)cc2)cc1	-13.6%	-6.7
O=C(COc1ccccc1)NC(Cc1c[nH]c2ccccc12)C(=O)O (centres undefined)	0.3%	17.5
Cc1cccc(NC(=S)N2CCN(C(=O)c3ccco3)CC2)c1	-12.7%	3.8
Cc1ccsc1C(=O)OCC(=O)Nc1nnc(-c2ccccc2)o1	?	/
CC(Sc1nnc(NC2CC2)s1)C(=O)Nc1ccc(N2CCOCC2)cc1 (centres undefined)	?	/
COc1ccc(-n2c(SCC(=O)NCC3CCCO3)nc3n[nH]c(C)c3c2=N)cc1 (centres undefined)	?	/
O=C1Nc2ccccc2C1=Nc1ccc(F)cc1	-3.3%	4.2
COCCC(=O)NC1CCCc2c1cnn2-c1cccc(C)c1C (centres undefined)	?	/
COc1ccc(OC(C)C(=O)NC2CC(C)(C)NC(C)(C)C2)cc1 (centres undefined)	?	/
Cc1ccc(N(CC(=O)Nc2cccc(Cl)c2C)S(C)(=O)=O)cc1	-22.8%	-14.4
CCOC(=O)C1=C(C)NC(SCC(=O)Nc2cc(C)on2)=C(C#N)C1c1cccs1 (centres undefined)	?	/
CCOC(=O)c1c(S(=O)(=O)N2CCN(c3ccc(C(C)=O)cc3)CC2)c(C)n(C)c1C	?	/
CC(C)(C)C(=O)NC(=S)NCCc1ccccc1	-1.0%	6.0

Structures from the list above containing an aryl thioether with sulfur outside any ring:
SMILES	S3 lipid droplet	S3 lipid droplet cell count max
O=C(NCCSc1ccc(Br)cc1)c1ccc2nc[nH]c2c1	?	/
O=C(CSc1nnc(CNC(=O)c2c(F)cccc2F)o1)c1ccccc1	-16.3%	-21.9
CCOC(=O)c1c(C)[nH]c(C(=O)CSc2nnc(CC(C)c3ccccc3)o2)c1C (centres undefined)	?	/
CNC(=O)NC(=O)CSc1nnc(-c2ccco2)n1Cc1ccccc1	-14.3%	-24.0
Cn1c(SCC(=O)Nc2cc(S(=O)(=O)N3CCOCC3)ccc2N2CCOCC2)nnc1-c1ccncc1	?	/
CCOc1ccc(-n2c(Cc3cc(=O)[nH]c(=O)[nH]3)nnc2SCC(N)=O)cc1	?	/
O=C(NCCSc1c[nH]c2ccccc12)c1ccc2c(c1)OCO2	19.9%	/
CCn1c2ccccc2c2nnc(SCCN3CCCCC3)nc21	-8.5%	17.3
Cn1c(Cn2c(=O)sc3ccccc32)nnc1SCC(=O)NCc1ccccc1Cl	?	/
Cc1ccc(CSc2nnc(-c3ccncc3)n2N)cc1	?	/
Cn1c(SC2CCCCC2=O)nnc1-c1ccncc1 (centres undefined)	?	/
Cc1ccc(SC(C)c2nc(-c3cccnc3)no2)cc1 (centres undefined)	i	/
CC(Sc1nnc(NC2CC2)s1)C(=O)Nc1ccc(N2CCOCC2)cc1 (centres undefined)	?	/
COc1ccc(-n2c(SCC(=O)NCC3CCCO3)nc3n[nH]c(C)c3c2=N)cc1 (centres undefined)	?	/

Next results follow.
SMILES	S3 lipid droplet	S3 lipid droplet cell count max
CCN(CC)C(=O)NC1CCCCCCC1	?	/
O=C(Nc1cccc2ccccc12)c1cccc(F)c1	18.6%	-3.5
Cc1ccc(S(=O)(=O)NC(C)(C)CSc2nncn2C)cc1	i	-12.7
Cc1ccc(CN2C(=O)N/C(=C\c3cccn3-c3cccc(C(=O)O)c3)C2=O)cc1	?	/
CCOC(=O)C1CCN(S(=O)(=O)c2csc(C(N)=O)c2)CC1	26.1%	/
C/C(CC(=O)NC12CC3CC(CC(C3)C1)C2)=N\NC(=O)c1cnccn1	-2.3%	1.4
CC1(C(=O)O)CCC(C(=O)Nc2ccc(Cl)c(Cl)c2)C1(C)C (centres undefined)	?	/
CCN(CC)CCn1c(=S)[nH]c2ncccc2c1=O	?	/
CCc1cccc(C)c1NC(=O)CC1Oc2ccc(C)cc2NC1=O (centres undefined)	?	/
CN(CCN1CCOCC1)Cc1nc(-c2ccc(Cl)cc2)no1	14.8%	0.5
COc1cc(OC)c(OC)cc1CN1CCN(Cc2cccn2C)CC1	?	/
O=C([C@H](Cc1ccccc1)NS(=O)(=O)c1ccc(Cl)cc1)N1CC[C@@]2(O)CCCC[C@H]2C1	13.1%	-4.6
CCOC(=O)c1sc(=N)n(-c2ccc(OC)cc2)c1C	?	/
CCc1ccc(CN(C)Cc2nc(Cc3ccc(OC)c(OC)c3)no2)nc1	8.8%	4.6
CC1=C(C(=O)OCc2ccccc2)C(c2ccccc2[N+](=O)[O-])NC(=O)N1C (centres undefined)	?	/
